TRPV1 ag: HTS Assay for Compounds that Act as Agonists of the Vanilloid Receptor 1. Transient receptor potential cation channel subfamily V member 1 (Homo sapiens), Q8NER1. TRPV1-expressing cells, Fluo-8 calcium influx, agonist mode. activation, % at 8.33 µM. hit rate 0.19% among 320,000. AID 540275, 2011; in the data active = activation above about 80%; inconclusive = between about 30% and that limit; note: 0% is about no effect
Target sequence (Q8NER1 whole entry, looked up): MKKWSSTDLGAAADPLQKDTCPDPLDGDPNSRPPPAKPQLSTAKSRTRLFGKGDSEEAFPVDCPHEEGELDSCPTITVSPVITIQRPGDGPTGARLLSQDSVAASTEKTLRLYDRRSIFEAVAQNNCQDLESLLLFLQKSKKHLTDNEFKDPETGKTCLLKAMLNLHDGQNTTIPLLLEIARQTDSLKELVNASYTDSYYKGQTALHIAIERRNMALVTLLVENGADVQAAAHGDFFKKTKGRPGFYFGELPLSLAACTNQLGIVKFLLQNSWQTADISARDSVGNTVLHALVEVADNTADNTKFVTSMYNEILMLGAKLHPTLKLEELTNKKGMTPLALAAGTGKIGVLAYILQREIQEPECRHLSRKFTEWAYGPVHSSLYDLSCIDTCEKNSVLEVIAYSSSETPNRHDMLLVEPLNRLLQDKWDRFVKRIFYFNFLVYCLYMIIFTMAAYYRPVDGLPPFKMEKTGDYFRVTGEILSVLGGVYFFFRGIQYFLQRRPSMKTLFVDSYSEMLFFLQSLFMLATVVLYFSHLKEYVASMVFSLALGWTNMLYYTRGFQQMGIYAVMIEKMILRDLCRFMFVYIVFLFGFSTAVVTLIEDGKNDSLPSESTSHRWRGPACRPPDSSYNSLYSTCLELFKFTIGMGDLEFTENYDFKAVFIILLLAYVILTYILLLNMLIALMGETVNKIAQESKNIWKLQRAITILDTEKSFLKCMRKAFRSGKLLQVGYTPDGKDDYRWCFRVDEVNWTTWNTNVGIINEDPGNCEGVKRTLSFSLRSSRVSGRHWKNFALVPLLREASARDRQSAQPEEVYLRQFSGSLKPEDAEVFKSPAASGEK
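Fluo-8 calcium influx in TRPV1-expressing cells, kinetic read (ex 480/em 520 nm). Compound added and read 3 min for agonist activity, followed by capsaicin at EC20 final and 2 min further read for enhancement.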
PTAP TSG101 blk: qHTS Assay for Iinhibitors of HIV-1 Budding by Blocking the Interaction of PTAP/TSG101; Fluorescence polarization, FITC-PTAP peptide / Tsg101 binding; Potency, µM (series often up to 115 µM), without a hit: at the highest dose activity change, negative = inhibition, usual class: inhibitors; 340,000 tested, under 10 active; AID 493005, 2010; active = well fitted inhibition curve with a large enough effect in the main read-out, with a control signal flat, not every such curve was filed as active; inconclusive = small, poorly fitted or top-dose-only effect, or effect the other way, or a change in a side signal; inactive = no such curve, though single readings can be large or run the other way; note: potency is the fitted concentration of half-maximal effect; % of control where 0% means no effect
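Tsg101 binding domain (10 uM final) was mixed with compound and a FITC-labeled PTAP peptide (50 nM final) in HEPES pH 7.5 buffer with NaCl, Tween 20, EDTA and TCEP; fluorescence polarization was read after 20 min at r.t.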
Eya2 phos inh: qHTS Assay for Inhibitors of the Phosphatase Activity of Eya2; Protein phosphatase EYA2 (Homo sapiens), O00167; recombinant Eya2, OMFP fluorescence dephosphorylation (OMFP is methylfluorescein phosphate); Potency, µM (series often up to 76.9 µM), without a hit: at the top dose activity, negative = inhibition, actives largely listed as inhibitors; hit rate 0.006% among 330,000; AID 488837, 2010; note: potency is the fitted concentration of half-maximal effect; % is set by controls: 0 for no effect and ±100 for the full control effect
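Eya2 (0.2 uM) preincubated 10 min at ambient with compound, then OMFP substrate added at 50 uM; 10 min reaction in 50 mM HEPES pH 7.5, 50 mM NaCl, 5 uM MgCl2, 0.05% BSA, 1 mM DTT. Fluorescence read at Ex 485/Em 525 nm.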
a7 integrin act: qHTS for Activators of Integrin-Mediated Alleviation for Muscular Dystrophy; Potency, µM (top dose mostly 38.3 µM), inactives show at the highest dose activation, hits mostly activators; alpha7betagal myoblasts, beta-gal FDG fluorescence, 48 h; hit rate 0.064% among 350,000; AID 624291, 2012;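 note: potency is the fitted concentration of half-maximal effect; 100% = response of the positive control SU9516; nearly all actives have a fitted effect of over 60% in size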
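alpha7betagal+/- myoblasts (passage 13, 250/well) treated 48 h at 37C with compounds at 1:260 dilution of DMSO stock. Lysed, then beta-galactosidase activity read as FDG fluorescence (ex 480/em 540) after 30 min, with pre-read for autofluorescence.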
uPA surface inh: qHTS for Inhibitors of Cell Surface uPA Generation. cell surface uPA generation assay, qHTS. Potency, µM (titrated, usually from 38.3 µM), for the others: top-dose activity change, negative = inhibition, usual class: inhibitors. hit rate 0.31% among 330,000. AID 540303, 2011; active = well fitted inhibition curve with a large enough effect; inconclusive = small, poorly fitted or top-dose-only effect; inactive = no such curve, though single readings can be large or run the other way; tested in mouse RAW 264.7 cells; note: potency is the fitted concentration of half-maximal effect; % is set by controls: 0 for no effect and ±100 for the full control effect; nearly all actives have a fitted effect of over 55% in size
p53 reactivator: qHTS assay for re-activators of p53 using a Luc reporter | H1299 p53-A138V BP100-luciferase reporter, luminescence, 24 h | Potency, µM (top dose mostly 92.2 µM), for the others: at the highest dose activity change, positive = activation, actives largely listed as activators | hit rate 0.063% among 320,000 | AID 504706, 2011; note: potency is the fitted concentration of half-maximal effect; % of control where 0% means no effect; nearly all actives have a fitted effect of over 45% in size
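H1299 (p53-null), stable ts p53-A138V + BP100-Luc; 1000 cells/well, Opti-MEM/10% FBS; cpd 4 pt, 1:5; 24 h, 37 deg C, 5% CO2; detection reagent 10 min RT; luminescence.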
ASM inhibitor: Inhibitors of Secretory Acid Sphingomyelinase (S-ASM): qHTS; Sphingomyelin phosphodiesterase (Homo sapiens), P17405; hit rate 0.006% among 340,000; placental ASM, HMU-PC fluorogenic substrate, 60 min; Potency, µM (highest dose often 57.5 µM), for inactives: at the top dose activity change, negative = inhibition, most hits filed as inhibitors; AID 504937, 2011; note: potency is the fitted concentration of half-maximal effect
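HMU-PC0 cleavage (9 uM final) by human placental ASM, 60 min at 37 °C following 10 min compound exposure at RT; stopped at pH 10, fluorescence Ex 386/Em 447 nm.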
ELG1 genotoxic: qHTS screen for small molecules that induce genotoxicity in human embryonic kidney (HEK293T) cells expressing luciferase-tagged ELG1; HEK293T ELG1-luciferase reporter, luminescence, 16 h; Potency, µM (series often up to 46 µM), without a hit: top-dose activity change, positive = activation, actives largely listed as activators; hit rate 1.3% among 330,000; note: potency is the fitted concentration of half-maximal effect; % of control where 0% means no effect; nearly all actives have a fitted effect of over 60% in size
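Luminescence read-out: rising ELG1-luciferase signal, reflecting elevated ELG1 protein under genetic stress, flags genotoxic compounds. Cells were treated for 16 hr at 37 °C before ONE-Glo detection.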
BRCA1 expr act: qHTS Assay to Identify Small Molecule Activators of BRCA1 Expression; Potency, µM (titrated, usually from 46.1 µM), inactives show top-dose activation, usual class: activators; hit rate 1.1% among 380,000; MCF7-BRCA1-FFLuc reporter, luminescence, 48 h; response scale: scaled: vehicle 0%, 10 µM genistein 100%; AID 624202, 2012; note: potency is the fitted concentration of half-maximal effect; nearly all actives have a fitted effect of over 80% in size; some results filed as inactive show a strong effect at the top dose
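Reporter cells (MCF7, BRCA1 promoter-firefly luciferase) received library compounds across a concentration series for 48 h. End-point luminescence was measured and concentration-effect curves derived after normalization.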
USP2a inh: qHTS Assay for Inhibitors of Ubiquitin-specific Protease USP2a Using CHOP2 as the Reporter. Ubiquitin carboxyl-terminal hydrolase 2 (Homo sapiens), O75604. USP2 core, Ub-CHOP2 coupled fluorogenic reporter, 485/531. Potency, µM (titrated, usually from 38.3 µM), for the others: top-dose activity change, negative = inhibition, most hits filed as inhibitors. hit rate 0.01% among 330,000;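 note: potency is the fitted concentration of half-maximal effect; plate controls were DMSO wells for no effect and full inhibition by NEM control for full effect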
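USP2 core (10nM final) preincubated 30min RT with compound in 20mM Tris-HCl pH 8.0, 2mM CaCl2, 2mM beta-mercaptoethanol, 0.05% CHAPS; 25nM Ub-CHOP2 plus 25nM reporter substrate added, fluorescence (Ex485/Em531) read after 60min.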
B2AR arrestin: qHTS assay of beta-arrestin-biased ligands of beta2-adrenergic receptor. beta-arrestin recruitment to beta2AR, cell-based reporter. Potency, µM (series often up to 46.1 µM), for inactives: at the highest dose activation, hits mostly activators. hit rate 0.02% among 330,000;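 note: potency is the fitted concentration of half-maximal effect; 0% = DMSO controls and full agonism = EC100 isoproterenol or metaproterenol; nearly all actives have a fitted effect of over 65% in size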
* marks the source's active call; other numbers are inactive results; ? = inconclusive; nt = no result given; & = joins results of further samples; [ ] = another dose, or the depositor's remark. Unless noted, calls come from the whole dose curve; as a rule, active = well fitted curve in the direction sought with a large enough effect; inconclusive = small, poorly fitted or top-dose-only effect, or another doubt; inactive = no such curve, though single readings can be large; an effect the other way counts as inactive or inconclusive. Rows are unselected; any-hit rate near 2.6%.

Start of the data: the first three entries as a preview:
| no. | SMILES | TRPV1 ag | PTAP TSG101 blk | Eya2 phos inh | a7 integrin act | uPA surface inh | p53 reactivator | ASM inhibitor | ELG1 genotoxic | BRCA1 expr act | USP2a inh | B2AR arrestin |
| --- | --- | --- | --- | --- | --- | --- | --- | --- | --- | --- | --- | --- |
| 1 | O=C(Nc1ccc(O)cc1)C1CCCN1S(=O)(=O)c1ccc(F)cc1 (configuration not stated) | 1 | -6% | -12% | -32% | ? | -14% | 8% | -1% | 9% | 1% | -0.2% |
| 2 | N#C/C(=C\c1ccccc1)C(=O)Nc1cc(S(=O)(=O)N2CCOCC2)ccc1N1CCCC1 | 0 | -8% | 2% | -10% | 0% | 8% | -3% | 4% | -1% | -1% | -1.0% |
| 3 | O=C(NCc1ccccc1)C(=O)NCC(c1ccco1)N1CCOCC1 (configuration not stated) | 1 | -1% | -14% | 21% | -8% | -6% | -1% | -2% | 2% | 2% | -0.8% |

The list itself, previewed entries included:
| no. | SMILES | TRPV1 ag | PTAP TSG101 blk | Eya2 phos inh | a7 integrin act | uPA surface inh | p53 reactivator | ASM inhibitor | ELG1 genotoxic | BRCA1 expr act | USP2a inh | B2AR arrestin |
| --- | --- | --- | --- | --- | --- | --- | --- | --- | --- | --- | --- | --- |
| 1 | O=C(Nc1ccc(O)cc1)C1CCCN1S(=O)(=O)c1ccc(F)cc1 (configuration not stated) | 1 | -6% | -12% | -32% | ? | -14% | 8% | -1% | 9% | 1% | -0.2% |
| 2 | N#C/C(=C\c1ccccc1)C(=O)Nc1cc(S(=O)(=O)N2CCOCC2)ccc1N1CCCC1 | 0 | -8% | 2% | -10% | 0% | 8% | -3% | 4% | -1% | -1% | -1.0% |
| 3 | O=C(NCc1ccccc1)C(=O)NCC(c1ccco1)N1CCOCC1 (configuration not stated) | 1 | -1% | -14% | 21% | -8% | -6% | -1% | -2% | 2% | 2% | -0.8% |
| 4 | CCN1C(=NCC2CC2)N[C@@H](c2cccc(C(F)(F)F)c2)C(C(=O)OC)=C1C | 1&2 | -1% | -10%&9% | -48%[inhibitor] | -19% | 5% | 0% | -2% | -90%[inhibitor] | -1%&0% | -0.2%&-1.1% |
| 5 | O=C(CC1C(=O)NCCN1CC1CCCCC1)NCc1ccc(Cl)cc1 (configuration not stated) | -1 | -1% | 8% | 2% | -11% | -4% | 5% | -3% | 1% | 1% | -0.2% |
| 6 | CCS(=O)(=O)N1CCCC(C(=O)NCc2cccc(OC)c2)C1 (configuration not stated) | -4 | 0% | 2% | 0% | 4% | -13% | -1% | -12% | 4% | 0% | -0.2% |
| 7 | CCOC(=O)/C(C#N)=C1/C=CN(Cc2ccccc2)C=N1 | 3 | 2% | 17% | -12% | nt | -1% | -1% | ? | 15% | 2% | -0.4% |
| 8 | CCOc1ccccc1NC(=O)COC(=O)C1CC(=O)N(c2c(C)cccc2C)C1 (configuration not stated) | 0 | 0% | -3% | -17% | 3% | nt | -5% | 0% | -34% | 1% | -0.3% |

(continued)
| no. | SMILES | TRPV1 ag | PTAP TSG101 blk | Eya2 phos inh | a7 integrin act | uPA surface inh | p53 reactivator | ASM inhibitor | ELG1 genotoxic | BRCA1 expr act | USP2a inh | B2AR arrestin |
| --- | --- | --- | --- | --- | --- | --- | --- | --- | --- | --- | --- | --- |
| 9 | O=C(CNC(=O)c1ccco1)Nc1ccncc1 | 1 | -4% | 8% | -11% | -2% | 2% | 3% | 3% | -11% | 3% | -1.4% |
| 10 | Clc1ccc(Nc2nc(-c3cccs3)cs2)nc1 | 26 | -3% | -35% | -11% | -5% | ? | -2% | 1.2µM* | -2% | -2% | 0.1% |
| 11 | O=C(CN1C(=O)c2ccccc2C1=O)Nc1ccccc1C(F)(F)F | 0 | -3% | -9% | 7% | 1% | -4% | -3% | -1% | 6% | 3% | -0.2% |
| 12 | O=C(C1Cc2ccccc2CN1C(=O)c1ccccc1)N1CCN(c2ccccc2)CC1 (configuration not stated) | -3 | 0% | 2% | -2% | 0% | 1% | 7% | -3% | -18% | -3% | -0.2% |
| 13 | COc1ccc(/C(O)=C2/C(=O)C(=O)N(c3nc(C)c(C)s3)C2c2ccco2)cc1 (configuration not stated) | -4 | 0% | -5% | 10% | -3% | 2% | 5% | 5% | -6% | -1% | 0.1% |
| 14 | COc1ccc(C2NC(=O)CCC2[N+](=O)[O-])c(OC)c1OC (configuration not stated) | 1 | -2% | 4% | ? | 14% | -28% | 3% | 6% | 5% | 2% | 0.0% |
| 15 | Cc1csc(=NC(=O)c2ccccc2)n1C | -5 | -6% | -12% | 23% | -5% | ? | -2% | 21µM* | ? | 4% | 0.3% |
| 16 | CCOc1ccc(C(C)=O)cc1CN1C(=O)NC2(CCCCCC2)C1=O | 22 | -5% | -6% | 16% | -1% | -4% | 4% | 8% | 6% | -5% | 0.0% |

Next part
Screens in order – TRPV1 ag	PTAP TSG101 blk	Eya2 phos inh	a7 integrin act	uPA surface inh	p53 reactivator	ASM inhibitor	ELG1 genotoxic	BRCA1 expr act	USP2a inh	B2AR arrestin
#17 Cc1csc(NC(=O)CSc2sc3c(O)cc(=O)[nH]c3c2C#N)n1
→ 3	-4%	-2%	5%	-3%	6%	-2%	8%	-24%	-1%	0.3%
#18 COCCCNC(=O)CN1C(=O)CSc2ccc(S(=O)(=O)N3CCOCC3)cc21
→ -2	-3%	4%	10%	-7%	2%	1%	0%	1%	2%	-0.6%
#19 CC(=O)Nc1ccc(S(=O)(=O)c2cc(O)ccc2O)cc1
→ 2	-5%	-2%	8%	2%	26%	-3%	3%	2%	1%	0.2%
#20 CCOC(=O)N1CCC(NC(=O)CS(=O)Cc2nc(-c3ccc(OC)c(OC)c3)oc2C)CC1 (configuration not stated)
→ 5	-2%	17%	-21%	-1%	-5%	1%	1%	2%	3%	-0.3%
#21 COC(=O)c1ccc(NC(=S)N2CCN(Cc3cccc(C)c3)CC2)cc1
→ nt	-4%	-5%	-26%	nt	-1%	-2%	-9%	4%	0%	0.3%
#22 O=C(NC(=S)Nc1ncccn1)c1ccccc1Br
→ -1	0%	1%	-23%	-3%	4%	-3%	8%	23%	5%	3.1%
#23 O=C(/C=C/c1c(F)cccc1Cl)c1ccc(F)cc1
→ -3	-2%	-5%	-2%	-7%	-13%	-2%	2%	-31%	1%	0.4%
#24 Cc1cc(C(=O)CN2CCC(C)CC2)c(C)n1-c1ccc(F)cc1
→ 0	-4%	-11%	-2%	4%	?	-1%	?	?	-3%	0.2%
#25 COc1ccc(-c2[nH]ncc2CN(CCO)CC23CC4CC(CC(C4)C2)C3)c(OC)c1
→ 6	-2%	-8%	0%	0%	-4%	3%	1%	5%	1%	0.3%
#26 C=CCNC(=O)c1onc(CSc2ccc(OC)cc2)c1C(=O)O
→ -2	-7%	-12%	1%	-1%	-1%	4%	1%	-3%	1%	-0.5%
#27 CSc1nnc(C)c(=O)n1COC(=O)c1ccc(S(=O)(=O)N2CCCC2)cc1
→ -2	-6%	-2%	-9%	1%	4%	3%	1%	-18%	0%	-0.4%
#28 O=C(CCn1c(=O)c2ccccc2n(CC(=O)N2CCN(c3ccccc3)CC2)c1=O)NCc1ccco1
→ -3	-2%	-25%	9%	-3%	-4%	-1%	-5%	-3%	1%	-0.1%
#29 COC(=O)C1(C)Nc2ccccc2C(=O)N1c1ccccc1OC (configuration not stated)
→ -3	0%	-4%	10%	0%	3%	52%[activator]	3%	8%	-1%	-0.5%
#30 COc1cccc(C(=O)OCC(=O)c2ccc(Br)s2)c1OC
→ 29	0%	-29%	9%	-28%	?	2%	-3%	14%	-4%	0.4%
#31 C=CCOc1ccc(/C=N/NC(=O)C(=O)N2CCCCCC2)cc1OC
→ -3	0%	4%	15%	1%	0%	-1%	4%	-2%	3%	0.0%

Screening results: PubChem, National Center for Advancing Translational Sciences (NCATS)
